Screening data (PubChem BioAssay)
Rtt109 Vps75 = inhibitors of Candida albicans Rtt109/Vps75 histone acetyltransferase. Q5AAJ8. purified Rtt109/Vps75, ThioGlo CoA-SH fluorescence, 4 h. inhibition, % at 34.9 µM. 0.16% of 330,000 active. AID 540336;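 active = inhibition of at least 50% in every replicate; inconclusive = best replicate reaches 50% inhibition but some replicates fall short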
cardiac RTF act = increases calcium sensitivity of human cardiac regulated thin filaments; IANBD-labeled TnC RTF fluorescence at EC20 calcium; 0% EC20 calcium, 100% full calcium; activation, % at 7.2 µM; 0.24% of 340,000 active; AID 493008;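 active = activation above the mean over all tested compounds plus 3 SD, cut at about 30% in these data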;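 note: rise in fluorescence read as greater calcium sensitivity of cardiac thin filaments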
Keap1-Nrf2 PPI = inhibitors of human Keap1-Nrf2 protein-protein interaction; Q14145; Keap1 Kelch-Nrf2 peptide fluorescence polarization, 1536-well; inhibition, % at 9.4 µM; 0.15% of 340,000 active; in the data active = inhibition above about 12%; inconclusive = no clear call, values can overlap the other calls; inactive = below about 7.3%;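 note: human Keap1 Kelch domain with fluorescein labeled Nrf2 9mer peptide probe; 0% = neutral control wells and 100% = peptide positive control; higher means more block of Keap1 binding to Nrf2 peptide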
Target sequence (Q14145 whole entry, looked up, the tested form may be a part): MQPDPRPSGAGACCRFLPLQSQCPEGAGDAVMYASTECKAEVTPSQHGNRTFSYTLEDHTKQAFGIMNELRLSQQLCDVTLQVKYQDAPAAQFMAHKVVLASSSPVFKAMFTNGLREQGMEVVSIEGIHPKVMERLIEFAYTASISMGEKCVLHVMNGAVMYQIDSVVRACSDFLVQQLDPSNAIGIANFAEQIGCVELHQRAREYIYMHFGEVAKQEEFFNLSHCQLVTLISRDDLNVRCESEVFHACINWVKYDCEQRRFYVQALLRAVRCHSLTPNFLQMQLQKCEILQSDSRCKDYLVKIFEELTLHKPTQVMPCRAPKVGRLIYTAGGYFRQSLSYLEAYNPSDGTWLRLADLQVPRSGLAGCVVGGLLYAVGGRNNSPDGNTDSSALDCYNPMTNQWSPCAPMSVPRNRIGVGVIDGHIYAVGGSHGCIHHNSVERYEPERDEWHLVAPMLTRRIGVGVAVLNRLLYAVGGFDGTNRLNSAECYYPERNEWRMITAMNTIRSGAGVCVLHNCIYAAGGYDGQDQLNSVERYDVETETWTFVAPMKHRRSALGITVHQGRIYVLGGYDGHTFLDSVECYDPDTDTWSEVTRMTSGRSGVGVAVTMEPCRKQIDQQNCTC
PKA-R2B act = activates the human PKA-R2B holoenzyme complex; 0.079% of 340,000 active; activation, % at 11.4 µM; P22694+P31323; AID 504700; PKA-R2B holoenzyme dissociation, Cy5-IP20 fluorescence polarization; R2B truncated from residue 108, S112A mutant; 0% DMSO only, 100% 113 µM cGMP;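 active = activation above a cutoff set at the mean over all compounds plus 3 SD, cut at about 18% in these data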;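 note: higher means more holoenzyme dissociation and a rise in polarization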
Target sequence (P31323 whole entry, looked up, other chains not shown, the tested form may be a part): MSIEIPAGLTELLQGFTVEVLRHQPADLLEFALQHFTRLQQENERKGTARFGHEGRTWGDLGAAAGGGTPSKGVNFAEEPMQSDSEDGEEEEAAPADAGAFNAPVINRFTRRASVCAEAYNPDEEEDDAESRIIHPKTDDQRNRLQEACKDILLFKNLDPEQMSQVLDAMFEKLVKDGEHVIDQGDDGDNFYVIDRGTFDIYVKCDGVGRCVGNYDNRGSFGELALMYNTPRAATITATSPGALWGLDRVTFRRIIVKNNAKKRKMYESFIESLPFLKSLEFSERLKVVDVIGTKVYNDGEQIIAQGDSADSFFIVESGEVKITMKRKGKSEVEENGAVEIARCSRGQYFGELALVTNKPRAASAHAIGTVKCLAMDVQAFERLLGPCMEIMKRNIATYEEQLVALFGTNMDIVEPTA
RTF Ca sens inh = cardiac RTF calcium desensitization. IANBD-labeled cardiac RTF, Ca2+ fluorescence. inhibition, % at 7.15 µM. 0.12% of 340,000 active;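 active = inhibition above the mean inhibition of all tested compounds plus 3 SD, cut at about 17% in these data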;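 note: assay run at fixed EC70 calcium of 1.6 mM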
C-LANA FP = KSHV C-LANA DNA binding inhibition. inhibition, % at 9 µM. 0.078% of 340,000 active. MBP-C-LANA/FAM-LBS DNA binding, fluorescence polarization. AID 504423;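 active = highest replicate inhibition at or above 60% at 9 µM, even if other replicates fall short; inactive = all replicates below 60% inhibition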;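 note: 0% = neutral control wells and 100% = 4 µM acridine orange control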
CAL PDZ FP-1 = blocks peptide binding to human CAL PDZ domain. 0.02% of 330,000 active. Q9HD26. purified CAL PDZ, TMR-peptide fluorescence polarization, 1 h. AID 504414. inhibition, % at 20 µM;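 active = highest replicate inhibition of at least 40%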;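 note: plate controls were DMSO neutral control wells for no effect and unlabeled competitor peptide control wells for full effect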
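Material: tagged CAL PDZ protein CerCALP, purified; buffer or medium: sodium phosphate/NaCl buffer pH 7.4 with TCEP, IgG, Thesit; also added: fluorescent TMR peptide probe; schedule: 1 h incubation at room temperature before polarization reading; technique: fluorescence polarization from S- and P-plane intensities, G-factor corrected; control set: unlabelled peptide and DMSO controls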
CAL PDZ FP-2 = CAL PDZ (human) peptide binding inhibition | Q9HD26 | purified CAL PDZ, TMR-peptide fluorescence polarization, 1 h | inhibition, % at 24.9 µM | 0.92% of 300,000 active | AID 602252;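 active = mean inhibition of at least 30% with at least half of replicates also reaching 30%; inconclusive = no clear call, values can overlap the other calls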;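 note: 0% = DMSO neutral control and 100% = excess unlabeled competitor peptide PRC23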
DAGLB inhibitor = blocks human DAGLB lipase activity. Q8NCG7. HEK293T DAGLB membrane lysate, EnzChek fluorogenic substrate. inhibition, % at 5.17 µM. 0.059% of 340,000 active. AID 504411; in the data active = inhibition above about 34%;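 note: 0% = enzyme with vehicle and 100% = wells lacking enzyme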
SR-BI DiI-HDL act = activators of SR-BI mediated HDL lipid uptake | CHO ldlA[mSR-BI] cells, DiI-HDL uptake fluorescence, 3 h; 100 = double the neutral-control signal | activation, % at 12.5 µM | 0.096% of 320,000 active | AID 504775;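 active = mean replicate activation of at least 60% and every replicate at or above 60%; inconclusive = mean or all-replicate condition met, but not both; inactive = mean below 60% and not all replicates reaching 60%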;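 note: 0% = median plate neutral-control signal and 100% = twice that signal; values of inactives mirror those of a sister screen read the other way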
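Material – SR-BI-overexpressing, LDLR-lacking CHO cells · Medium – BSA-supplemented, HEPES-buffered Ham's F12, pH 7.4 · Doses – single concentration · Times – compound with DiI-HDL co-incubation, 3 h at 37 °C · Measured by – bottom-read fluorescence, 550/595 nm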
Active calls of the source: *. The order is random (roughly 1.6% active in at least one column).

O=C(CCCc1nc(-c2ccccc2Cl)no1)NC1CCCC1 was read as Rtt109 Vps75 -6, cardiac RTF act 0, Keap1-Nrf2 PPI 2, PKA-R2B act -7, RTF Ca sens inh -10, C-LANA FP 1.8, CAL PDZ FP-1 -2.2, CAL PDZ FP-2 -4, DAGLB inhibitor 3 and SR-BI DiI-HDL act 6.
For C[C@H]1CN(S(=O)(=O)c2c(F)cccc2F)CCN1S(=O)(=O)c1ccc2c(c1)OCCO2 the results were Rtt109 Vps75 -5, cardiac RTF act 2, Keap1-Nrf2 PPI -6, PKA-R2B act 4, RTF Ca sens inh 1, C-LANA FP 0.6, CAL PDZ FP-1 -0.2, CAL PDZ FP-2 -2, DAGLB inhibitor -5 and SR-BI DiI-HDL act -4.
`C/C(=N\NS(=O)(=O)c1ccc(C)c([N+](=O)[O-])c1)c1cccs1` gave Rtt109 Vps75 5, cardiac RTF act 3, Keap1-Nrf2 PPI -4, PKA-R2B act -3, RTF Ca sens inh -3, C-LANA FP 0.5, CAL PDZ FP-1 0.5, CAL PDZ FP-2 0, DAGLB inhibitor 2 and SR-BI DiI-HDL act 14.
For COCCCNC(=S)N1CCN(c2ccccc2)CC1 the results were Rtt109 Vps75 5, cardiac RTF act -1, Keap1-Nrf2 PPI 0, PKA-R2B act -7, RTF Ca sens inh -4, C-LANA FP 1.3, CAL PDZ FP-1 -0.5, CAL PDZ FP-2 3, DAGLB inhibitor -1 and SR-BI DiI-HDL act 17.
`CCCCC1=NN2CCS(=O)(=O)N=C2S1` gave Rtt109 Vps75 -4, cardiac RTF act 3, Keap1-Nrf2 PPI 2, PKA-R2B act -4, RTF Ca sens inh 1, C-LANA FP 1.1, CAL PDZ FP-1 -0.3, DAGLB inhibitor 0 and SR-BI DiI-HDL act 1.
For COc1ccccc1C(=O)NCCC(=O)Nc1ccc(S(=O)(=O)N2CC(C)CC(C)C2)cc1 (stereo unspecified) the results were Rtt109 Vps75 6, cardiac RTF act 0, Keap1-Nrf2 PPI -10, PKA-R2B act 3, RTF Ca sens inh -7, C-LANA FP -1.2, CAL PDZ FP-1 -2.3, CAL PDZ FP-2 -5, DAGLB inhibitor -6 and SR-BI DiI-HDL act -14.
Screening CCNC(=O)CN(c1ccccc1)S(=O)(=O)c1ccc(Cl)cc1 returned Rtt109 Vps75 2, cardiac RTF act 0, Keap1-Nrf2 PPI 3, PKA-R2B act 4, RTF Ca sens inh 3, C-LANA FP 0.8, CAL PDZ FP-1 -0.2, DAGLB inhibitor -3 and SR-BI DiI-HDL act 27.
CCOc1cc(/C=C(\C#N)C(N)=O)ccc1OCc1c(C)no[n+]1[O-] was read as Rtt109 Vps75 17, cardiac RTF act 3, Keap1-Nrf2 PPI -5, PKA-R2B act -11, RTF Ca sens inh 0, C-LANA FP 1.3, CAL PDZ FP-1 -0.2, DAGLB inhibitor -4 and SR-BI DiI-HDL act -14.
`Cc1nc2ccc(S(=O)(=O)N(C)CC(=O)N3CCc4ccccc43)cc2s1` gave Rtt109 Vps75 0, cardiac RTF act -2, Keap1-Nrf2 PPI -1, PKA-R2B act 2, RTF Ca sens inh 6, C-LANA FP 1.5, CAL PDZ FP-1 -0.5, CAL PDZ FP-2 0, DAGLB inhibitor -4 and SR-BI DiI-HDL act 11.
O=c1ccc(-c2n[nH]c(=S)n2-c2ccc(F)c(Cl)c2)n[nH]1 was read as Rtt109 Vps75 -1, cardiac RTF act -3, Keap1-Nrf2 PPI -1, PKA-R2B act -1, RTF Ca sens inh -3, C-LANA FP 1.6, CAL PDZ FP-1 0.8, CAL PDZ FP-2 -11, DAGLB inhibitor 2 and SR-BI DiI-HDL act 10.
For Cc1c(C(=O)NCc2ccccc2CN2CCCC2)oc2c(F)cccc12 the results were Rtt109 Vps75 2, cardiac RTF act 3, Keap1-Nrf2 PPI -3, PKA-R2B act 8, RTF Ca sens inh -5, C-LANA FP -1.0, CAL PDZ FP-1 -2.2, DAGLB inhibitor -2 and SR-BI DiI-HDL act 3.
COc1ccc(-n2nc(C(=O)NCC(=O)NCCCN3CCOCC3)c3ccccc3c2=O)cc1OC was read as Rtt109 Vps75 0, cardiac RTF act -2, Keap1-Nrf2 PPI -3, PKA-R2B act 2, RTF Ca sens inh -8, C-LANA FP 1.0, CAL PDZ FP-1 0.0, CAL PDZ FP-2 -3, DAGLB inhibitor -1 and SR-BI DiI-HDL act 16.
`CC(C)[C@H](NC(=O)OC(C)(C)C)c1nnc(SCC(=O)Nc2ccc(Br)cc2)o1` gave Rtt109 Vps75 16, cardiac RTF act 0, Keap1-Nrf2 PPI inconclusive, PKA-R2B act -1, RTF Ca sens inh 5, C-LANA FP 2.5, CAL PDZ FP-2 -3, DAGLB inhibitor -5 and SR-BI DiI-HDL act 2.
`CC(=O)c1cccc(NC(=O)c2ccc(OCc3c(C)noc3C)cc2)c1` gave Rtt109 Vps75 -3, cardiac RTF act -3, Keap1-Nrf2 PPI -2, PKA-R2B act -9, RTF Ca sens inh -7, C-LANA FP -0.7, CAL PDZ FP-1 -0.6, DAGLB inhibitor 0 and SR-BI DiI-HDL act -63.
Screening CCCCc1nc2cc(C(=O)N3CCCCC3C(=O)OC)ccc2o1 (stereo unspecified) returned Rtt109 Vps75 -3, cardiac RTF act -2, Keap1-Nrf2 PPI -1, PKA-R2B act -4, RTF Ca sens inh 3, C-LANA FP 1.5, CAL PDZ FP-1 -2.6, CAL PDZ FP-2 -4, DAGLB inhibitor -4 and SR-BI DiI-HDL act 0.
`Cc1[nH][nH]c(=O)c1[C@@H](c1ccccc1[N+](=O)[O-])C(C#N)C#N` gave Rtt109 Vps75 3, cardiac RTF act 0, Keap1-Nrf2 PPI 2, PKA-R2B act -4, RTF Ca sens inh -2, C-LANA FP -0.6, CAL PDZ FP-1 -1.4 and DAGLB inhibitor 3.
`CCCCNC(=O)c1cc2c(=O)n3cccc(C)c3nc2n(Cc2ccccc2)c1=N` gave cardiac RTF act -3, Keap1-Nrf2 PPI 3, PKA-R2B act 1, RTF Ca sens inh -11, C-LANA FP -0.7, CAL PDZ FP-1 -2.5, CAL PDZ FP-2 -1, DAGLB inhibitor -2 and SR-BI DiI-HDL act -12.
For O=C(CCCc1cccs1)N1CCN(S(=O)(=O)c2ccccc2Br)CC1 the results were Rtt109 Vps75 0, cardiac RTF act -8, Keap1-Nrf2 PPI 1, PKA-R2B act 6, RTF Ca sens inh -6, C-LANA FP 0.5, CAL PDZ FP-1 -4.1, CAL PDZ FP-2 -2, DAGLB inhibitor 3 and SR-BI DiI-HDL act -15.
`O=C(Cn1c(=O)oc2ccccc21)NCc1ccco1` gave Rtt109 Vps75 2, cardiac RTF act -3, Keap1-Nrf2 PPI 4, PKA-R2B act 4, RTF Ca sens inh 4, C-LANA FP 0.0, CAL PDZ FP-2 -1, DAGLB inhibitor 0 and SR-BI DiI-HDL act 6.
Screening CN(CC(=O)Nc1c(Cl)cccc1Cl)C(=O)c1ccccc1SCC(=O)N1CCCC1 returned Rtt109 Vps75 1, cardiac RTF act 3, Keap1-Nrf2 PPI -7, PKA-R2B act -2, RTF Ca sens inh -4, C-LANA FP -0.9, CAL PDZ FP-1 -0.4, CAL PDZ FP-2 0, DAGLB inhibitor -2 and SR-BI DiI-HDL act 8.
Screening O=C(NCc1ccc(Cl)cc1)C1CCCN(C(=O)c2ccc(Cl)cc2)C1 (stereo unspecified) returned Rtt109 Vps75 -2, cardiac RTF act -1, Keap1-Nrf2 PPI 0, PKA-R2B act -13, RTF Ca sens inh -11, C-LANA FP 3.2, CAL PDZ FP-1 -0.8, DAGLB inhibitor 0 and SR-BI DiI-HDL act -17.
COc1ccc(N(CC(=O)Nc2ccccc2C(F)(F)F)C2=NC3CS(=O)(=O)CC3S2)cc1 (stereo unspecified) was read as Rtt109 Vps75 -80, cardiac RTF act -1, Keap1-Nrf2 PPI -5, PKA-R2B act -6, RTF Ca sens inh -3, C-LANA FP -1.4, CAL PDZ FP-1 -0.2, CAL PDZ FP-2 -5, DAGLB inhibitor -4 and SR-BI DiI-HDL act -58.
O=C(CCNC(=O)Cn1ccc2ccccc2c1=O)NCCN1CCN(c2cccc(Cl)c2)CC1 was read as Rtt109 Vps75 -3, cardiac RTF act 4, Keap1-Nrf2 PPI 1, PKA-R2B act -2, RTF Ca sens inh -10, C-LANA FP 2.6, CAL PDZ FP-1 -1.4, CAL PDZ FP-2 5, DAGLB inhibitor -4 and SR-BI DiI-HDL act 0.
Screening Cc1ccc(-c2noc(CSc3nnc(Cc4ccccc4)n3-c3ccc(Cl)cc3)n2)cc1 returned Rtt109 Vps75 5, cardiac RTF act 1, Keap1-Nrf2 PPI -2, PKA-R2B act -4, RTF Ca sens inh 3, C-LANA FP 0.7, CAL PDZ FP-1 -1.3, CAL PDZ FP-2 -2, DAGLB inhibitor -5 and SR-BI DiI-HDL act 13.
For Cc1ccc2nc(-c3cccc(-c4cccc(Cl)c4)c3)c(NCc3ccccc3)n2c1 the results were Rtt109 Vps75 -3, cardiac RTF act 0, Keap1-Nrf2 PPI 1, PKA-R2B act -1, RTF Ca sens inh -9, C-LANA FP 0.4, CAL PDZ FP-1 -0.6, CAL PDZ FP-2 1, DAGLB inhibitor -5 and SR-BI DiI-HDL act -70.
Cc1ccc(SCc2cc(=O)n3[nH]c(C)nc3n2)cc1 was read as Rtt109 Vps75 -2, cardiac RTF act -3, Keap1-Nrf2 PPI 1, PKA-R2B act -3, RTF Ca sens inh -10, C-LANA FP -3.2, CAL PDZ FP-1 -2.0, CAL PDZ FP-2 -6, DAGLB inhibitor 2 and SR-BI DiI-HDL act 34.
Screening N/C(CS(=O)(=O)c1ccc(F)cc1)=N\O returned Rtt109 Vps75 1, cardiac RTF act -1, Keap1-Nrf2 PPI -4, PKA-R2B act -7, RTF Ca sens inh -5, C-LANA FP 0.6, CAL PDZ FP-1 0.5 and DAGLB inhibitor 1.
`Cc1ccccc1N1CCN(S(=O)(=O)c2nnc(NC(=O)c3ccco3)s2)CC1` gave Rtt109 Vps75 10, cardiac RTF act -4, Keap1-Nrf2 PPI -1, PKA-R2B act 8, RTF Ca sens inh -6, C-LANA FP -1.5, CAL PDZ FP-1 -1.9, CAL PDZ FP-2 2, DAGLB inhibitor 17 and SR-BI DiI-HDL act 23.
